Assay outcomes deposited in PubChem by Sanford-Burnham Center for Chemical Genomics.
SKN-1 inh = blocks SKN-1 activity in C. elegans | C. elegans VP596 Pgst-4::GFP/RFP ratio, acrylamide-induced, 24 h | inhibition, % at 21.8 µM | 360,000 compounds, 0.49% hits;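 active = interference check ratio from 0.5 to 1.5 plus GFP to RFP signal ratio inhibition reaching or exceeding a fixed threshold, cut at about 30% in these data, passing the limit was not always enough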; also: some compounds called inactive have numbers as strong as hits
NadD inh = NadD (S. aureus) enzyme inhibition. purified NadD enzyme, colorimetric absorbance read-out. 360,000 compounds, 0.78% hits. inhibition, % at 20 µM; in the data active = inhibition above about 26%; also: some compounds past the cut are filed as inactive
CendR NRP1 mod = alters CendR peptide binding to human NRP-1; AID 602438; 360,000 compounds, 0.85% hits; inhibition, % at 25 µM; O14786; FAM-RPARPAR peptide binding to NRP-1, fluorescence polarization;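 active = inhibition or corrected inhibition above about 18%, plus a signal ratio from 0.5 to 1.5, limit read from the data, passing the limit was not always enough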; also: strong numbers were not always called active
SUMO1-SIM PPI = alters human SUMO1 binding to SIM partners | SUMO1 binding to a labelled peptide, TR-FRET, 1 h | inhibition, % at 20 µM | 360,000 compounds, 0.33% hits | AID 602429; in the data active = inhibition above about 37%
Target sequence (P63165 whole entry, looked up): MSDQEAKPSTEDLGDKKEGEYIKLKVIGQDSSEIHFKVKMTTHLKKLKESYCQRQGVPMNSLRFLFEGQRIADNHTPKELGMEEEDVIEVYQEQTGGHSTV
STEP inh = inhibitors of human striatal-enriched phosphatase STEP | P54829 | recombinant STEP, OMFP fluorogenic substrate, fluorescence | inhibition, % at 20 µM | 360,000 compounds, 0.25% hits;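 active = inhibition at 20 µM, scaled per plate between control wells, above about 37%, limit read from the data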;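 also: 0% = DMSO with enzyme and substrate and 100% = substrate only without enzyme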
Target sequence (P54829 whole entry, looked up): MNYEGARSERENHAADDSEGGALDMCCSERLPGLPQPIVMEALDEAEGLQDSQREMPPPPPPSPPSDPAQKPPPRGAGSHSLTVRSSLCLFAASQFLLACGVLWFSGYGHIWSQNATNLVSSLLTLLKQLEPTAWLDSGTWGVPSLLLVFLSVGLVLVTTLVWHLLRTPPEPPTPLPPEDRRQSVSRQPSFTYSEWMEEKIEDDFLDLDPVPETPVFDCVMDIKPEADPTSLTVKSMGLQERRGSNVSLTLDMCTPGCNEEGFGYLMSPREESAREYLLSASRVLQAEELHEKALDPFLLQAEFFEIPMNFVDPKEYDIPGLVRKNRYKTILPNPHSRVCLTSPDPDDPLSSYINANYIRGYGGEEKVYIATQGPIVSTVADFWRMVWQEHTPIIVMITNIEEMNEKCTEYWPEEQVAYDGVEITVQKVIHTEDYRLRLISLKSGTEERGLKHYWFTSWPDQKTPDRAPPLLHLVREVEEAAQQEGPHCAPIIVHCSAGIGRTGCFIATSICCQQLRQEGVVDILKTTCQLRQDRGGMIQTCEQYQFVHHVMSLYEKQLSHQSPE
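Test system: STEP tyrosine phosphatase / Reagent: OMFP at 25 µM / Doses: 20 µM, 1% DMSO / Read-out: percent inhibition scaled to no-enzyme and uninhibited-enzyme controls, plate-pattern corrected / Detection: FITC-channel fluorescence of OMFP product / Medium: Bis-Tris buffer pH 6.0, 2.5 mM DTT, 0.005% Tween 20 / Schedule: 20 min at room temperature, dark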
LMPTP inh = blocks human LMPTP phosphatase; recombinant LMPTP-A, OMFP fluorogenic substrate, fluorescence intensity; inhibition, % at 20 µM; 360,000 compounds, 0.22% hits; AID 651560;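 active = compounds that cut the enzyme signal by at least half of the control window in the single-dose screen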;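 also: plate controls were DMSO wells with enzyme plus substrate for no effect and substrate without enzyme for full effect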
Target sequence (P24666 whole entry, looked up): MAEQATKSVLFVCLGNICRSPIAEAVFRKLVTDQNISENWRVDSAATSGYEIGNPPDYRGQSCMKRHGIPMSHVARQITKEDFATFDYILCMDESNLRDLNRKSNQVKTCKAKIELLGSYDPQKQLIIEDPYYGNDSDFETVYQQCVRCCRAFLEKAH
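Test system: LMPTP-A, protein tyrosine phosphatase of low molecular weight; Input: 0.625 nM enzyme; Incubation: 50 min dark incubation at room temperature; Signal: endpoint fluorescence intensity from OMFP dephosphorylation; Read-out basis: % inhibition versus control wells.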
Rpn11 block = blocks the human proteasome subunit Rpn11; human 26S proteasome, Ub4-pepOG fluorescence polarization; 20S core pre-blocked with epoxomicin; calls only at 20 µM; 360,000 compounds, 0.59% hits;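 active = inhibition at 20 µM, scaled to each plate's controls, above about 33%, limit read from the data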
DNMT1 inh = DNMT1 (human) enzyme inhibition; P26358; 360,000 compounds, 0.83% hits; AID 588458; DNMT1 molecular beacon, Hinp1I cleavage, fluorescence; inhibition (reported as % activation of signal), % at 10 µM; in the data active = inhibition above about 50%
Scp-1 inhibitor = inhibitors of human Scp-1 phosphatase; Q9GZU7; Recombinant Scp1, phosphopeptide, malachite green phosphate absorbance; inhibition, % at 20 µM; 340,000 compounds, 0.88% hits; AID 493091;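 active = inhibition above about 50% at 20 µM, limit read from the data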;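 also: plate controls were DMSO wells with enzyme for no effect and wells lacking enzyme for full effect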
Target sequence (Q9GZU7 76-261 limits assumed): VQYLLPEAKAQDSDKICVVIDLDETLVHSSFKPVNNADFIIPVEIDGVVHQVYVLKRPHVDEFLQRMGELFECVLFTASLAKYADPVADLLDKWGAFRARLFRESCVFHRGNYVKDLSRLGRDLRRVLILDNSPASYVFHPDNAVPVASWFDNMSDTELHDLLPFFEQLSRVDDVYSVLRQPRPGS
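Material: truncated SCP-1 phosphatase (76-261aa) / Buffer or medium: 50 mM Tris acetate pH 5.5, 0.005% Tween-20, 10 mM MgCl2 / Compound dosing: one concentration, 20 µM, with 1.0% DMSO / Incubation: 45 min room-temperature reaction, 5 min colour, 30 min stabiliser / Detection: colorimetric free-phosphate detection, absorbance 630 nm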
MT1-MMP act inh = inhibitors of human MT1-MMP activation | HT1080 RFP-PRO-GFP cells, GFP/RFP ratio fluorescence, overnight; percent of plate control window, DMSO zero | 360,000 compounds, 0.061% hits | P50281 | GFP/RFP ratio change, % at 20 µM;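 active = GFP/RFP ratio change of at least 30% with cell ATP level not reduced by more than half and red fluorescence within 50% of control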; also: strong numbers were not always called active
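Material: RFP-PRO-GFP reporter HT1080 cells. Dosing: single-point 20 µM compound, 1% DMSO. Controls: DMSO and RFP-L50D-GFP cell wells. Timing: cells overnight before dosing, compound overnight, 37 °C, 5% CO2. Measure: GFP/RFP fluorescence ratio.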
* hit, by the source's call; i = inactive; / = not tested or not shown. Random draw from the library. About 3.9% of those tested had a hit in this group.

SMILES	SKN-1 inh	NadD inh	CendR NRP1 mod	SUMO1-SIM PPI	STEP inh	LMPTP inh	Rpn11 block	DNMT1 inh	Scp-1 inhibitor	MT1-MMP act inh
CCOc1cc(/C=N/NS(=O)(=O)c2ccccc2)ccc1OS(=O)(=O)c1ccc(C)cc1	-9.7	10.7	1.7	-1.8	0.2	3.1	i	-11.3	-15.9	4.5
CC(=O)NN1C(=O)c2ccccc2NC1c1cccc([N+](=O)[O-])c1 (stereo not given)	17.4	-0.5	-7.2	-18.1	-4.4	0.1	i	0.5	-5.9	7.4
COc1ccc(C)cc1N(CC(=O)Nc1cccc(N(C)S(C)(=O)=O)c1)S(C)(=O)=O	5.2	1.3	-6.8	-1.0	1.3	-1.4	i	1.2	-7.7	-5.6
CCN(CC(=O)Nc1c(F)cccc1F)C(=O)c1ccc(COc2ccccc2)o1	9.5	-2.5	2.2	3.1	0.5	0.7	i	0.9	-3.4	0.3
O=C(Oc1c(Br)cc(Br)c2cccnc12)N1CCCCC1	15.2	8.7	16.5	-7.9	-2.4	1.0	i	2.5	0.6	1.2
O=C(CSc1nnc(-c2ccccc2F)n1C1CC1)N1CCCC1	2.3	1.6	3.4	0.5	-0.7	-0.8	i	1.9	/	-1.5
O=C(Nc1ccccc1)C1CCCN1/C=C/C(=O)C(F)(F)F (stereo not given)	-3.7	-2.3	-14.2	-0.7	-1.3	0.3	i	1.1	6.3	2.8
Cc1nc2scc(-c3ccc(Cl)cc3)c2c(=O)n1N	-0.5	3.8	5.7	1.1	2.0	0.9	i	-0.8	-0.8	-5.2
O=C(c1ccccc1F)N1CCOCC1	6.9	-12.2	-0.5	-2.9	-2.6	0.8	i	1.1	1.0	-0.9
c1cncc(CSc2ccc(-c3cccs3)nn2)c1	9.0	-3.6	-6.0	-17.5	-4.9	-0.3	i	0.2	-6.9	-1.8
O=C(CCCN1C(=O)/C(=C/c2cccc(Br)c2)SC1=S)Nc1cccnc1	1.7	4.9	-8.0	-3.3	2.2	6.7	i	15.3	-4.5	-3.1
Cc1ccc(S(=O)(=O)N2CCCCC2)cc1NC(=O)c1ccc2ccccc2n1	5.8	1.0	0.0	-0.6	-3.6	-2.3	i	0.1	0.0	3.6
CC(C)(C)c1ccc(C2/C(=C(\O)c3ccc4c(c3)OCCO4)C(=O)C(=O)N2CCCN2CCOCC2)cc1 (stereo not given)	2.6	13.9	5.4	-7.4	-0.6	2.2	i	-1.7	-6.3	1.0
O=c1c2ccccc2nnn1CSc1nnc(-c2cccnc2)n1-c1ccccc1F	-7.6	4.9	11.3	-6.9	1.1	-1.0	i	-0.1	-0.3	-0.2
Cc1ccccc1C(=O)NC(=S)Nc1ncccn1	2.5	3.0	6.0	2.0	1.8	-2.4	i	2.5	-5.0	-0.8
O=C1C2CCCN2C(c2ccc(F)cc2)N1c1cccc(Cl)c1 (stereo not given)	9.9	3.1	-14.3	2.2	0.3	-1.6	i	2.7	10.9	7.3
Cc1ccc(S(=O)(=O)N2CCOCC2)cc1NC(=O)COc1cccc(Oc2ccccc2)c1	-0.3	-6.2	-0.4	-0.9	2.5	2.3	i	-1.9	-9.5	1.4
CCN1CCN(C2=C(Cl)C(=O)N(Cc3ccccc3)C2=O)CC1	1.8	-6.5	13.8	-20.2	-0.9	-0.9	i	-3.5	-4.3	-4.2
COc1ccc(CNC(=O)CN2CCN(S(=O)(=O)c3cccs3)CC2)cc1OC	4.3	-8.4	11.5	-4.9	-1.4	-2.9	i	-4.6	-9.6	-4.0
O=c1cc(COn2nnc3ccc(C(F)(F)F)cc32)nc2sccn12	7.9	-11.1	10.8	-2.2	-3.1	1.7	i	-4.1	-5.0	-2.0
CN1CCC(NC(=O)Cc2c(F)cccc2Cl)CC1	0.2	-0.3	4.0	-1.9	-0.7	-0.8	i	-2.2	-3.9	-2.1
Cc1ccc(C(N)=S)c(C)c1	8.7	-4.4	3.5	1.9	1.2	-0.7	i	-0.5	-1.9	2.7
Cc1ccc(SCc2c(C(=O)N/N=C/c3ccoc3)nnn2-c2nonc2N)cc1	21.2	8.8	-5.7	-2.2	-0.5	1.6	i	-2.4	14.0	-0.5
COc1ccc(C(=O)N2CCN(C3CCC(c4ccccc4)CC3)CC2)cc1OC (stereo not given)	21.2	5.5	10.4	4.1	-8.3	-0.2	i	-2.4	-3.5	7.0
O=C(NCc1cccs1)c1cc(-c2cccc(Cl)c2)on1	8.1	-2.6	-1.1	2.7	-3.6	0.0	i	9.4	-1.7	2.3

Compounds listed so far containing a thiophene ring, fused or not (4):
SMILES	SKN-1 inh	NadD inh	CendR NRP1 mod	SUMO1-SIM PPI	STEP inh	LMPTP inh	Rpn11 block	DNMT1 inh	Scp-1 inhibitor	MT1-MMP act inh
Cc1nc2scc(-c3ccc(Cl)cc3)c2c(=O)n1N	-0.5	3.8	5.7	1.1	2.0	0.9	i	-0.8	-0.8	-5.2
c1cncc(CSc2ccc(-c3cccs3)nn2)c1	9.0	-3.6	-6.0	-17.5	-4.9	-0.3	i	0.2	-6.9	-1.8
COc1ccc(CNC(=O)CN2CCN(S(=O)(=O)c3cccs3)CC2)cc1OC	4.3	-8.4	11.5	-4.9	-1.4	-2.9	i	-4.6	-9.6	-4.0
O=C(NCc1cccs1)c1cc(-c2cccc(Cl)c2)on1	8.1	-2.6	-1.1	2.7	-3.6	0.0	i	9.4	-1.7	2.3

The list goes on:
SMILES	SKN-1 inh	NadD inh	CendR NRP1 mod	SUMO1-SIM PPI	STEP inh	LMPTP inh	Rpn11 block	DNMT1 inh	Scp-1 inhibitor	MT1-MMP act inh
CCCCCCOc1ccc(OC(=O)c2ccncc2)cc1	2.4	-3.7	3.0	-2.2	2.3	4.7	i	-4.7	7.7	-3.9
Cc1ccc(C(=O)N2CCN(S(=O)(=O)c3ccc(C)cc3)CC2)cc1	3.7	4.9	0.7	1.4	0.1	-0.3	i	0.7	-6.4	-4.1
COCCCNC(=O)NC(=O)c1ccccc1	-2.3	-1.7	7.9	-2.6	-2.8	-0.4	i	-1.9	-9.1	-5.1
CCC(C)(C)NC(=O)C(c1ccncc1)N(C(=O)Cn1nnc2ccccc21)c1cc2c(cc1C(C)=O)OCO2 (stereo not given)	0.0	1.0	-6.0	-2.9	0.7	1.1	i	0.1	0.9	0.1
Cc1cc(Br)c(S(=O)(=O)NCc2cccnc2)cc1C	-2.6	5.5	-6.8	0.5	-3.6	0.4	i	0.1	-4.7	0.2
C=CCN1C(=O)c2ccc(C(=O)N3CCN(S(=O)(=O)c4cccc(Cl)c4)CC3)cc2C1=O	0.3	2.4	1.8	-25.8	1.1	0.7	i	0.2	-1.6	-5.3
O=C(COC(=O)c1ccc(S(=O)(=O)C(F)F)cc1)NC(=O)NC1CCCCC1	-10.8	-3.8	1.3	3.1	0.6	-1.5	i	-1.8	-11.8	6.4
C=CCn1c(O)c(N=Nc2ccccc2)c2ccccc21	5.2	-5.8	-6.8	-12.9	0.1	1.0	i	1.8	0.5	-7.1
CC1=NN(C(N)=S)C(C)(C)C1	-5.9	2.6	-7.4	1.1	2.9	0.0	i	0.4	-10.9	-0.2
CCOC(=O)C1=C(C)Nc2ncnn2C1c1cc(OC)ccc1OC (stereo not given)	5.6	-4.2	2.0	2.0	2.5	-0.7	i	3.6	-5.2	-1.6
O=C(O)CCCC(=O)N1N=C(c2ccccc2)CC1c1ccc2nccnc2c1 (stereo not given)	-1.8	0.4	4.3	-10.5	-1.5	-2.8	i	0.7	4.9	-0.4
O=C(CNC(=O)c1ccccc1F)N/N=C/c1ccc2c(c1)OCO2	-2.2	-5.5	0.4	-5.1	-0.4	-1.4	i	0.6	-0.8	-1.5
CS(=O)(=O)c1ccc(-c2nnn(CC(=O)Nc3ccc4c(c3)OCCO4)n2)cc1	7.6	-10.8	7.5	6.1	-0.7	9.2	i	5.0	-2.3	1.0
CCOc1ccc(CCNC(=O)Cc2ccc(NC(=O)C3=C(C)OCCS3)cc2)cc1	6.6	-5.3	4.8	-3.3	4.9	-0.8	i	-3.6	-4.5	2.0
COc1cc2sc(-c3ccc(S(C)(=O)=O)cc3)c(C(=O)NCc3ccc(C)o3)c2cc1OC	-14.4	2.7	-1.1	-15.3	0.4	0.4	i	-7.7	1.9	3.6
CCOc1cc(/C=N/O)ccc1OS(=O)(=O)c1ccc(C)cc1	-8.4	-26.0	-0.5	-0.6	2.5	0.8	i	-7.9	-9.1	-11.9
Cc1ccc(OCC(=O)NCCCNC(=O)c2cccnc2)cc1	0.1	-0.9	4.0	1.3	-1.5	-0.6	i	3.8	-3.0	3.7
CCCc1ccc(C2=Nn3c(nnc3C(C)C)SC2)cc1	19.8	-4.0	6.6	6.9	15.4	1.9	i	-0.5	-0.8	1.3
COc1cc2c(cc1OC)[C@@H](NC(=O)CCc1ccccc1)[C@H](OCc1ccccc1)C2	35.4*	-3.6	10.6	5.2	2.3	-0.3	i	-0.8	-9.2	5.2
O=C(Nc1nnc(-c2ccccc2Cl)o1)c1ccco1	-1.8	5.4	7.4	0.1	0.5	-0.1	i	7.8	14.4	6.6
O=C1CSC(c2ccc([N+](=O)[O-])cc2)N1c1ccc(O)cc1 (stereo not given)	-2.0	-5.2	0.6	-25.0	-1.2	0.9	i	-1.1	-9.0	3.2
CN(c1ccccc1)c1nc(N)c([N+](=O)[O-])c(N2CCOCC2)n1	10.6	-3.6	-9.3	-5.9	-2.1	-0.3	i	0.3	-0.4	1.9
COc1ccc(/C=C2/C(=O)N(c3ccccc3)N=C2C)cc1OC	5.4	-3.7	10.8	4.8	0.6	6.7	i	-10.8	-12.1	3.3
O=C(Nc1ccc(OC(F)(F)F)cc1)c1cccc(-n2cnnn2)c1	11.2	-3.4	-16.0	-2.5	0.0	1.0	i	2.4	-2.0	6.5
O=C(CSCc1ccc(Cl)cc1Cl)Nc1nccs1	13.6	0.2	-3.3	2.4	3.3	-1.1	i	1.4	-0.9	0.3
Cc1cccc(NC(=O)CCCNC(=O)c2ccc(Cl)cc2)n1	-11.3	2.3	-8.7	-1.7	0.6	-0.1	i	0.5	-4.8	0.7
Cn1c(=O)c2cc(NC(=O)Cc3ccccc3F)ccc2n1C/C=C/c1ccccc1	14.3	3.0	-8.0	5.5	-0.8	1.5	i	0.1	/	3.9

Limited to Rpn11 block, for 2 of the compounds above:
mol | Rpn11 block
C=CCn1c(O)c(N=Nc2ccccc2)c2ccccc21 | i
CC1=NN(C(N)=S)C(C)(C)C1 | i
